Screening data (PubChem)
BCR signal inh = qHTS Assay to Find Inhibitors of Chronic Active B-Cell Receptor Signaling; ABC-DLBCL IkBa-CBG/CBR reporter, luminescence ratio, 4 h; Potency, µM (doses to about 46.1 µM), without a hit: top-dose ratio change, negative = lower green/red ratio, hits mostly inhibitors; 340,000 tested, 0.05% active; AID 493014, 2011; active = well fitted inhibition curve with a large enough effect in the signal ratio, with a control signal flat, not every such curve was filed as active; inconclusive = small, poorly fitted or top-dose-only effect, or effect the other way, or a change in a side signal; the % refers to the signal ratio;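 note: potency is the fitted concentration of half-maximal effect; plate controls were basal doxycycline-induced cells for no effect and cells given 10 µM MG132 for full effect; MG132 reads +100%, hits lower the ratio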
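Compounds up to 46 uM were incubated four hours with TMD8 cells whose green CBG68 luciferase is fused to IkappaBalpha; red CBR luminescence normalised the signal, and concentration-effect curves were fitted to fusion, red and ratio data.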
a7 integrin act = qHTS for Activators of Integrin-Mediated Alleviation for Muscular Dystrophy; alpha7betagal myoblasts, beta-gal FDG fluorescence, 48 h; Potency, µM (titrated, usually from 38.3 µM), inactives show top-dose activation, hits mostly activators; 350,000 tested, 0.064% active; AID 624291, 2012; active = well fitted activation curve with a large enough effect; inconclusive = small, poorly fitted or top-dose-only effect; inactive = no such curve, though single readings can be large or run the other way;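 note: potency is the fitted concentration of half-maximal effect; 100% = response of the positive control SU9516; nearly all actives have a fitted effect of over 60% in size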
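Alpha7betagal+/- myoblasts (passage 13) were plated 16-24 hr, then exposed to compounds (1:260 dilution of DMSO stock) for 48 hours at 37C. After MPER lysis, β-galactosidase reporter activity was read as FDG fluorescence (ex 480/em 540) after 30 minutes.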
TSHR antagonist = Antagonists of the Thyroid Stimulating Hormone Receptor: HTS campaign; Thyrotropin receptor (Homo sapiens), P16473; TSHR-expressing cells, TSH-stimulated cAMP HTRF, 2 h; hits give low values; activity change, negative = inhibition, % at 11.5 µM; 330,000 tested, 0.2% active;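 active = activity change below a set negative limit, meaning inhibition stronger than a set level, cut at about -70% in these data; inconclusive = activity change between two set negative limits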
Target sequence (P16473 whole entry, looked up): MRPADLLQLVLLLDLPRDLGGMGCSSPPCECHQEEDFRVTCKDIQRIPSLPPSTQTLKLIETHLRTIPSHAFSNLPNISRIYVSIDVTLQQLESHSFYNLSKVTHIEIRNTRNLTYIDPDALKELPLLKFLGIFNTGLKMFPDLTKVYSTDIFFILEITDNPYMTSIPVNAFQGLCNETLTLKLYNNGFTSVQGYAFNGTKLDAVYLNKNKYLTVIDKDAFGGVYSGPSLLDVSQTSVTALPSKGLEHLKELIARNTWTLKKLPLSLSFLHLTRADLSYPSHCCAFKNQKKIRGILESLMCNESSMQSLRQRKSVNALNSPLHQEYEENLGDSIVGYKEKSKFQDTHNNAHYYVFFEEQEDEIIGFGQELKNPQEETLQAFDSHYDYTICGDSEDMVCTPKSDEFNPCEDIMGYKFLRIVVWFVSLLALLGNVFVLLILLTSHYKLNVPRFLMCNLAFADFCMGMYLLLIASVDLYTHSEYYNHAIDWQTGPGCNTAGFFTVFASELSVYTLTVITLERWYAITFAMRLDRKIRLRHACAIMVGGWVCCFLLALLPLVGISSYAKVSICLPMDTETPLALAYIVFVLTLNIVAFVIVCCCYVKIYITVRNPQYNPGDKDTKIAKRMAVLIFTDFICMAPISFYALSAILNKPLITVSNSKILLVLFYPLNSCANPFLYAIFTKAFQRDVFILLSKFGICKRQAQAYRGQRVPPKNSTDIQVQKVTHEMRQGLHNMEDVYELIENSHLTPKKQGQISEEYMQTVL
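Read-out is FRET at 665 nm (cryptate excitation 337 nm) from a cryptate-tagged anti-cAMP antibody, competed by cell cAMP against cAMP-d2. Compounds are tested on freshly harvested TSHR cells challenged with 4nM TSH (EC80) for 2 hours at 37 deg C.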
* hit, by the source's call; ? = inconclusive; · = no result given; [ ] = remark or other dose. Unless noted, % is set by controls: 0 for no effect and ±100 for the full control effect. Only part of the results is shown; count on the stated rates, not on these rows.

nr	Compound	BCR signal inh	a7 integrin act	TSHR antagonist
1	Cc1ccc(CNC(=O)CSc2nc3ccsc3c(=O)n2Cc2ccccc2F)cc1	-25%	·	·
2	COC(=O)c1ccc(Nc2ncnc3c2cnn3C)cc1	?	·	·
3	O=C(Nc1ccccc1Br)N1CCC(CN2CCCC2)CC1	?	·	·
4	CCOC(=O)c1c(N)n(-c2ccc(C)c(C)c2)c2nc3ccccc3nc12	0%	·	·
5	CCOC(=O)N1CCc2c(sc(NCc3cccc(F)c3)c2C(=O)Nc2ccc(OC)cc2)C1	?	·	·
6	CCC(Sc1nc2cc3c(cc2c(=O)n1CCCC(=O)NCc1ccc2c(c1)OCO2)OCO3)C(=O)NCCCOC (centres undefined)	-11%	·	·
7	COc1ccc(C2NC(=O)N(C)C3=C2C(=O)N(c2ccc(Br)cc2)C3)cc1 (centres undefined)	0%	·	·
8	CC(C)n1c(SCC(=O)c2ccc(F)cc2)nc2c(sc3ccccc32)c1=O	-20%	·	·
9	CCOc1ccc(NC(=O)c2c(Nc3ccccc3C)sc(C(=O)c3ccccc3)c2N)cc1	?	·	·
10	Cc1c(C(=O)NCc2ccc(OC(C)C)cc2)sc2ncnc(N(C)C3CCCCC3)c12	1%	·	·
11	COc1ccc(CCNC(=O)c2ccc3c(c2)ncn3-c2ccc(C)cc2C)cc1OC	-4%	·	·
12	CCN(CC)CCNC(=O)CN1N=C(c2ccc(OC)cc2)CCC1=O	?	·	·
13	CCCOc1ccc(C2C(=O)N(C3CCC(C)CC3)CC(=O)N2CCc2ccccc2)cc1OC (centres undefined)	2%	·	·
14	COc1ccc(OCC(=O)NC2CC(=O)N(c3ccc4c(c3)OCCO4)C2)cc1 (centres undefined)	?	·	·
15	CCCCOc1ccc(C(=O)NCCc2sc3nc(-c4ccc(OC)cc4)nn3c2C)cc1	9%	·	·
16	Cc1ccc(Cl)cc1N1CCN(C(=O)CCSCc2ccccc2F)CC1	-7%	·	·
17	O=c1c2ccccc2nc2sc(Nc3cccc(C(F)(F)F)c3)nn12	?	·	·
18	COc1ccc(N2CC(NC(=O)CCc3ccccc3)CC2=O)cc1OC (centres undefined)	9%	·	·
19	CC(=O)c1cccc(NC(=O)CSc2nc(=O)n(Cc3cccnc3)c3c2CCC3)c1	-13%	·	·
20	CCOc1ccc(C2c3c(oc4ccc(C)cc4c3=O)C(=O)N2CCCN(C)C)cc1 (centres undefined)	-1%	·	·
21	CCOC(=O)c1ccccc1NC(=O)CSc1c(C)cnc2c1c(=O)n(C)c(=O)n2C	-1%	·	·
22	COc1cccc(NC(=O)C2CCN(S(=O)(=O)c3cc(-c4noc(C)n4)ccc3C)CC2)c1	-26%	·	·
23	CCCCNC(=O)C(CC)Sc1nnc(-c2ccc(OC)c(OC)c2)c(-c2ccc(OC)c(OC)c2)n1 (centres undefined)	-15%	·	·
24	COc1cccc(C(=O)NC2CC(=O)N(c3ccc4c(c3)OCCO4)C2)c1OC (centres undefined)	-15%	·	·
25	COc1ccc(NC(=O)CN2C(=O)COc3ccc(S(=O)(=O)Nc4ccccc4)cc32)cc1OC	8%	·	·
26	CCC1Oc2ccccc2N(CC(=O)NCc2ccc(C)cc2)C1=O (centres undefined)	-8%	·	·
27	COc1ccc(C(=O)Nc2ccc(-n3nncc3-c3ccccc3)cc2)cc1OC	-6%	·	·
28	CCN(CC)CCCNC(=O)c1ccc2c(c1)NC(=O)C(CS(=O)(=O)Cc1ccc(F)cc1Cl)N2 (centres undefined)	3%	·	·
29	Cc1ccc(NC(=O)c2cnc(SCC(=O)Nc3cc(C)on3)n(C)c2=O)cc1	14%	·	·
30	COc1ccc(-c2cc(C(C)=O)c(C)n2CCC(=O)NCc2ccccc2OC)cc1	-11%	·	·
31	COc1cccc(C2=CC(c3ccccc3F)n3ncc(C(=O)Nc4ccc(C)cc4)c3N2)c1 (centres undefined)	?	·	·
32	CCOC(=O)CNc1ncnc2c1nnn2C	-2%	·	·
33	NC(=O)C1CCN(c2nc(-c3ccc4c(c3)OCO4)cs2)CC1	·	·	19
34	Cc1cccc(-c2csc(N3CCC(C(N)=O)CC3)n2)c1	·	·	-6
35	NC(=O)C1CCN(c2nc(-c3cccc(F)c3)cs2)CC1	·	·	-8
36	NC(=O)C1CCN(c2nc(-c3ccccc3[N+](=O)[O-])cs2)CC1	·	·	-1
37	N#Cc1ccccc1-c1csc(N2CCC(C(N)=O)CC2)n1	·	·	17
38	N#Cc1ccc(-c2csc(N3CCC(C(N)=O)CC3)n2)cc1	·	·	12
39	C#CCN(C[C@H]1[C@H](OC(=O)Nc2c(C)noc2C)[C@H](OC(=O)Nc2c(C)noc2C)C[C@H]2C(=O)N(c3ccccc3)C(=O)[C@@H]12)S(=O)(=O)c1ccc(C)cc1	·	-8%	·
40	C[C@H]1CN([C@@H](C)CO)C(=O)c2cc(-c3cccc(F)c3)cnc2O[C@H]1CN(C)C(=O)c1cnccn1	·	2%	·
41	COc1ccccc1S(=O)(=O)N(C)C[C@H]1OCc2cnnn2CCCC(=O)N([C@H](C)CO)C[C@H]1C	·	-4%	·
42	COc1ccc(NC(=O)c2cc(=O)[nH]c3ccccc23)cc1S(=O)(=O)N1CCOCC1	·	-4%	·
43	CC(C)(C)c1ccc(C(=O)OCC(=O)Nc2cccc(S(=O)(=O)NC3=NCCC3)c2)cc1	·	-5%	·
44	O=C(O)C1C2CCC1C(O)C2 (centres undefined)	·	8%	·
45	C[C@H]1CN(c2ccc(Br)cc2)C(=O)[C@@H]1CC(=O)Nc1ccc(Br)cc1	·	2%	·
46	CCN(CC)S(=O)(=O)c1ccc(C(=O)NCC(=O)NCc2ccc3c(c2)OCO3)cc1	·	13%	·
47	Cc1cn([C@H]2C[C@H](O)[C@@H](CNCc3cccc(OC4CCCC4)c3)O2)c(=O)[nH]c1=O	·	5%	·
48	C[C@H]1CNC(=O)c2c(C(=O)N[C@@H](Cc3c[nH]c4ccccc34)C(=O)OC(C)(C)C)ncn21	·	18%	·
49	O=C1NC(c2ccc3ccccc3c2)Nc2ccccc21 (centres undefined)	·	-5%	·
50	C[C@H]1CN([C@@H](C)CO)S(=O)(=O)c2ccc(C3=CCCC3)cc2O[C@@H]1CN(C)C(=O)C1CCCCC1	·	-36%	·
51	CCN1C(=O)[C@H]2[C@@H](c3ccc(C(F)(F)F)cc3)N[C@]3(CCCN(Cc4ccc(OC)cc4)C3=O)[C@H]2C1=O	·	11%	·
52	CC1(C)CNC(=S)N1Cc1ccccc1	·	26%	·
53	CSc1ccc(/C=C/C(=O)OCC(=O)NC2CCCC2)cc1	·	-8%	·
54	COCCNC(=S)N(C)[C@H]1C[C@H]2c3cc(N4CCN(C)CC4)ccc3CCN2C(=O)[C@H]1[C@H](C)O	·	-15%	·
55	CN1CCN(CCNC(=O)c2ccc(CS(=O)c3ccc(Br)cc3)o2)CC1 (centres undefined)	·	-12%	·
56	CCCCN1C(=O)C(CC(=O)NCc2ccco2)CC(C(=O)N2CCOCC2)=C1C (centres undefined)	·	-2%	·

Continuation:
nr	Compound	BCR signal inh	a7 integrin act	TSHR antagonist
57	Cc1cc(C)n2nc(-c3ccc(F)cc3)cc2n1	·	10%	·
58	O=[N+]([O-])c1ccc(N2CCCC2)c([N+](=O)[O-])c1	·	18%	·
59	CC(=O)N1CCc2cc(S(=O)(=O)C(C)CC(=O)NCc3ccco3)ccc21 (centres undefined)	·	-5%	·
60	COc1ccc(NC(=O)C[C@H]2C(=O)N(C3CCCCC3)C[C@@H]2CSC)cc1	·	19%	·
61	C[C@H]1CN([C@@H](C)CO)C(=O)CCCn2nncc2CO[C@@H]1CN(C)C(=O)Nc1ccc2c(c1)OCO2	·	-24%	·
62	CCN1CCN(S(=O)(=O)c2ccc(Cl)c(C(=O)N(C)C3CCCCC3)c2)CC1	·	1%	·
63	O=C(c1cccs1)N1C[C@H](O)[C@@H](n2cc(-c3ccc(F)cc3)nn2)C[C@@H]1c1ccccc1	·	6%	·
64	C[C@H](CO)N1C[C@H](C)[C@H](CN(C)C(=O)Nc2cccc(C(F)(F)F)c2)OCc2cnnn2CCCC1=O	·	17%	·
65	COc1cc(C(=O)NC(=S)NCc2ccncc2)cc(OC)c1OC	·	-2%	·
66	c1ccc(Cn2nnc3c(NCC4CC4)ncnc32)cc1	·	-3%	·
67	CC(=O)OC1CCC2C3CCc4cc(OP(=O)(N5CC5)N5CC5)ccc4C3CCC12C (centres undefined)	·	7%	·
68	O=C(C1CCCCC1)N1C[C@H](n2cc(-c3ccc(F)cc3)nn2)[C@@H](O)C[C@@H]1c1ccccc1	·	16%	·
69	CCOc1ccccc1N(CC(=O)Nc1ccccc1Br)S(=O)(=O)c1ccccc1	·	-27%	·
70	CCCCN1C(=O)C(CC(=O)NCCc2ccccn2)CC(C(=O)N2CCOCC2)=C1C (centres undefined)	·	-11%	·
71	CCN(CC(=O)Nc1ccc(OC)cc1)CC(=O)Nc1cccc(S(=O)(=O)N2CCOCC2)c1	·	-20%	·
72	CN[C@@H](CO)C(=O)NC[C@H]1O[C@@H](n2cc(C)c(=O)[nH]c2=O)C[C@@H]1O	·	11%	·
73	Cc1ccc(S(=O)(=O)N(C)C[C@@H]2OCc3cnnn3CCCC(=O)N([C@H](C)CO)C[C@H]2C)cc1	·	17%	·
74	CC1C(=O)N(Cc2cn(CCC3OCCO3)nn2)CCS(=O)(=O)N1Cc1ccc(-c2ccc(Cl)c(Cl)c2)cc1 (centres undefined)	·	-48%[inhibitor]	·
75	CCCc1cc(=O)oc2cc(OCC(=O)NCCN3CCOCC3)c(Cl)cc12	·	-14%	·
76	CCOc1ccc(NC(=O)COc2cccc3cccnc23)cc1S(=O)(=O)N1CCCC1	·	4%	·
77	COCOCCn1cc(CN2CCS(=O)(=O)N(Cc3ccc(-c4ccc(Cl)nc4)cc3)C(C)C2=O)nn1 (centres undefined)	·	-18%	·
78	CCC(C)C(CO)NCCCn1ccc(NC(=O)OCc2ccccc2)nc1=O (centres undefined)	·	-4%	·
79	CCOC(=O)Cn1ccc2cc(S(=O)(=O)N3CCCC3)ccc21	·	-17%	·
80	C/C(=N\NC(=O)c1nnn(-c2nonc2N)c1CSc1ccc(C)cc1)c1cccnc1	·	0%	·
81	CCC/C=C/c1ccc(CN2C(CC(C)C)C(=O)N(Cc3cn(CCOCOC)nn3)CCS2(=O)=O)cc1 (centres undefined)	·	16%	·
82	CCCCCCn1c(=O)n2n(c1=O)[C@@H]1CN(S(=O)(=O)c3ccc(C)cc3)C[C@]1(O)[C@@H](OC(=O)NCc1ccccc1)C2	·	-28%	·
83	C[C@@H]1CN([C@H](C)CO)C(=O)CCCn2nncc2CO[C@H]1CN(C)C(=O)c1ccncc1	·	6%	·

In the list so far, 9 have an aryl thioether with sulfur outside any ring.
nr	Compound	BCR signal inh	a7 integrin act	TSHR antagonist
1	Cc1ccc(CNC(=O)CSc2nc3ccsc3c(=O)n2Cc2ccccc2F)cc1	-25%	·	·
6	CCC(Sc1nc2cc3c(cc2c(=O)n1CCCC(=O)NCc1ccc2c(c1)OCO2)OCO3)C(=O)NCCCOC (centres undefined)	-11%	·	·
8	CC(C)n1c(SCC(=O)c2ccc(F)cc2)nc2c(sc3ccccc32)c1=O	-20%	·	·
19	CC(=O)c1cccc(NC(=O)CSc2nc(=O)n(Cc3cccnc3)c3c2CCC3)c1	-13%	·	·
21	CCOC(=O)c1ccccc1NC(=O)CSc1c(C)cnc2c1c(=O)n(C)c(=O)n2C	-1%	·	·
23	CCCCNC(=O)C(CC)Sc1nnc(-c2ccc(OC)c(OC)c2)c(-c2ccc(OC)c(OC)c2)n1 (centres undefined)	-15%	·	·
29	Cc1ccc(NC(=O)c2cnc(SCC(=O)Nc3cc(C)on3)n(C)c2=O)cc1	14%	·	·
53	CSc1ccc(/C=C/C(=O)OCC(=O)NC2CCCC2)cc1	·	-8%	·
80	C/C(=N\NC(=O)c1nnn(-c2nonc2N)c1CSc1ccc(C)cc1)c1cccnc1	·	0%	·
